High-throughput results: PubChem BioAssay, several laboratories
ssDAF-12 act: S. stercoralis DAF-12 activation, primary screen | HEK293 ssDAF-12/GRIP1 lit1-tk-luc reporter, luminescence; % of 3 µM dafachronic acid response | activation, % at 6.8 µM | 1% of 370,000 active;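 active means activation above the mean over all tested compounds plus 3 SD, cut at about 0.9% in these data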;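 further: 0% = DMSO-only wells and 100% = 3 µM delta7-dafachronic acid wells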
GAA850 FXN act: increases GAA850 frataxin promoter reporter activity; 0.56% of 360,000 active; activation, % at 6 µM; HEK293 lucGAA850 FXN promoter luciferase reporter, 24 h; percent of 10 µM SAHA response;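 active means activation above the average of all compounds screened plus 3 SD, cutoff fixed separately per campaign, cut at about 7.5% in these data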;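 further: 0% = DMSO wells and 100% = 10 µM SAHA wells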
DAX1 inh-1: inhibitors of human orphan nuclear receptor DAX1 (NR0B1); P51843; HEK293 Gal4-DAX1 luciferase reporter, luminescence; inhibition, % at 6.75 µM; 0.99% of 340,000 active; AID 504766;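 active means inhibition above the mean over all tested compounds plus 3 SD, cut at about 4.2% in these data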;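 further: 0% = DAX1-transfected cells with DMSO and 100% = empty-vector control cells with DMSO; inhibition shows as a rise in luminescence from relieved DAX1 repression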
ADAM17 inh: ADAM17 inhibition, QFRET primary screen. inhibition, % at 6.95 µM. AID 720648. recombinant ADAM17, EDANS/DABCYL FRET peptide cleavage. 0.83% of 370,000 active;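 active means inhibition above the mean of compounds lying between control limits plus 3 SD, set per campaign, cut at about 8.5% in these data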;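 further: 0% = DMSO-only wells as the low control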
DAX1 inh-2: DAX1 (NR0B1) inhibition, primary screen. HEK293T StAR-luciferase reporter, SF-1/DAX-1 repression relief. inhibition, % at 6.8 µM. 1.1% of 370,000 active. AID 652010;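 active means inhibition above the mean over all tested compounds plus 3 SD, cut at about 3.6% in these data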;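 further: 0% = DAX-1 cells with DMSO and 100% = cells lacking DAX-1 with DMSO; higher inhibition means more luminescence from relief of DAX-1 repression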
hgDAF-12 ag: activates the H. glycines DAF-12 receptor ligand-binding domain | HEK293 GAL4-hgDAF12 UAS-luciferase reporter, agonist luminescence; normalized to butyrate control | activation, % at 6.8 µM | 1.8% of 370,000 active | AID 687014;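 active means activation above a cutoff set at the mean of all screened compounds plus 3 SD, cut at about 10% in these data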;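 further: 0% = DMSO wells and 100% = sodium butyrate wells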
PG9 binder: binds the HIV-1 gp120 antibody PG9. TR-FRET gp120-PG9 antibody binding. inhibition, % at 6.7 µM. 0.43% of 360,000 active; in the data active means inhibition above about 8.5%
SMARCA2 act: activators of SMARCA2 function; 1% of 370,000 active; AID 652017; MG213 cells, MMTV-luciferase reporter, dexamethasone, overnight; activation, % at 9.1 µM; in the data active means activation above about 7.8%;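 further: 0% = vehicle wells and 100% = reference activator wells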
GC-A act: GC-A (human) enzyme activation | HEK293 GC-A cells, cGMP TR-FRET, EC30 ANP; 0% at EC30 ANP, 100% saturating ANP | activation, % at 10 µM | 0.14% of 370,000 active | AID 1671463; in the data active means activation above about 40%
Target sequence (P16066 whole entry, looked up): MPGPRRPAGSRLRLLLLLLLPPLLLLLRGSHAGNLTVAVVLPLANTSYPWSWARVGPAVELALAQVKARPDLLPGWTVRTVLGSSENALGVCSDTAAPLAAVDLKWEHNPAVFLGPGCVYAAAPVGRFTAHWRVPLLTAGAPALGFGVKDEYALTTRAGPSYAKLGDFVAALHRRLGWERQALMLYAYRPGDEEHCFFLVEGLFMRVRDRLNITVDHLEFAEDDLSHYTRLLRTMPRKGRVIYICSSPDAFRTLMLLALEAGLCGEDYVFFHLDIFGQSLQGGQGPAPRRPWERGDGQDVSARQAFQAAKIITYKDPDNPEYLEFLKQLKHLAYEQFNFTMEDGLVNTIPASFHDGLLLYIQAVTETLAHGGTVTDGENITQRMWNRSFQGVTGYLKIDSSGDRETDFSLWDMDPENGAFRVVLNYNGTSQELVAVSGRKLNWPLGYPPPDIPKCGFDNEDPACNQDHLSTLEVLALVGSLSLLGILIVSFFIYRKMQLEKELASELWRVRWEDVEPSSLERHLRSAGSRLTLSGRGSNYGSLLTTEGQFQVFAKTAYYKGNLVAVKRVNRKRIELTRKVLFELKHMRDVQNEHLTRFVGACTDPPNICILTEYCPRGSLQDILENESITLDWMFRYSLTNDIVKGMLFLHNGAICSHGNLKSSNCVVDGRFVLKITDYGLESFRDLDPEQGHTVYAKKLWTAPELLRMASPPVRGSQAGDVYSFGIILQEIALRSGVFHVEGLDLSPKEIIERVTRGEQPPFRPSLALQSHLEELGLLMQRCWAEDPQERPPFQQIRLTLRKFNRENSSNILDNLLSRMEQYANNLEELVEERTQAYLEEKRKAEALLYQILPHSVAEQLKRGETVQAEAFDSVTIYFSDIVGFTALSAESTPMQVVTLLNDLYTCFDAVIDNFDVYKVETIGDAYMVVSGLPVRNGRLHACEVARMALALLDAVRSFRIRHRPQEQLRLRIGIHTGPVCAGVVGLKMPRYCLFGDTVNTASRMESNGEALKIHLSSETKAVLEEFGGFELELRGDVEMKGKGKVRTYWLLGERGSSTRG
hcDAF-12 act: activators of H. contortus DAF-12 nuclear receptor | HEK293 hcDAF-12 lit1-tk-luc reporter, luminescence; 0% DMSO, 100% Δ7-dafachronic acid | activation, % at 6.8 µM | 1.4% of 370,000 active | AID 652067;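 active means activation above the mean of all tested compounds plus 3 SD, cut at about 5.5% in these data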;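 further: 100% = response to 3 µM Δ7-dafachronic acid high control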
ADAM10 inh: inhibitors of human ADAM10; 0.62% of 370,000 active; recombinant ADAM10, EDANS/DABCYL FRET peptide cleavage, 3 h; inhibition, % at 7 µM; AID 720582;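 active means inhibition above a per-campaign cutoff equal to the mean of compounds falling between control-based bounds plus 3 SD, cut at about 20% in these data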;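 further: 0% = DMSO wells while the 100% control is not disclosed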
The depositor's hits bear a star; i = inactive; · = no result given; & = joins results of further samples.

No.	Molecule	ssDAF-12 act	GAA850 FXN act	DAX1 inh-1	ADAM17 inh	DAX1 inh-2	hgDAF-12 ag
1	COc1ccc(-n2c(O)c(/C=N/NS(=O)(=O)c3cccc([N+](=O)[O-])c3)c3ccccc3c2=O)cc1OC	-1.1	1.7	-0.6	-14	-0.4	-1.4
2	COc1ccc(CN2C(=O)C(CC(=O)NC(c3ccccc3)c3ccccc3)CC(C(=O)N(C)C)=C2C)cc1 (configuration not stated)	-1.3	-0.6	0.3	4	-1.5	-0.9
3	COc1ccccc1CNC(=O)COC(=O)c1ccc(C)c(S(=O)(=O)N2CCOCC2)c1	-1.1	2.8	0.5	-3	1.6	1.2
4	Oc1c(N=Nc2nn[nH]n2)ccc2ccccc12	0.0	·	·	-5	-2.7	-2.4
5	Cc1ccc(CN2CCCC(C(=O)N3CCCC3)C2)cc1 (configuration not stated)	-0.9	-1.3	1.1	-4	-0.2	-1.3
6	CN(N=Nc1cccc([N+](=O)[O-])c1)c1cccc([N+](=O)[O-])c1	-0.6	1.9	-2.0	3	0.2	-1.3
7	Cn1ncc(Cl)c1C(=O)Nc1nc2ccc(Cl)cc2s1	1.1*	2.6	3.5	-2	1.9	12*
8	CN1CCN(S(=O)(=O)c2cccc(C(=O)Oc3ccc(Br)cc3F)c2)CC1	-0.7	1.3	-0.5	3	1.2	0.0
9	Cc1ccc(S(=O)(=O)N2CCCCC2)cc1NC(=O)C1CCCO1 (configuration not stated)	-1.4	2.9	-0.4	0	-0.7	-3.0
10	COc1ccc(NC(=O)c2cc(-c3ccc(F)cc3OC)n[nH]2)cc1OC	-1.8	0.5	·	-4	-0.6	-3.5
11	COC(=O)[C@]1(C)N[C@H](CN(C)C(=O)Nc2ccccc2)[C@@H]2C(=O)N(C)C(=O)[C@@H]21	-0.7	-0.5	-0.2	-3	0.6	0.1
12	CCN(CC)S(=O)(=O)c1ccc(N2CC(C(=O)NCCC3=CCCCC3)CC2=O)cc1 (configuration not stated)	-1.6	-0.3	-0.1	-2	-1.7	-1.0
13	CCOc1ccc(CCNC(=O)COC(=O)Cc2c[nH]c3ccccc23)cc1OCC	1.3*	0.6	0.3	-4	-3.9	4.6
14	COc1ccccc1/C=C/C(=O)OC(C)CN1CCCCC1 (configuration not stated)	-0.6	2.3	0.1	-33	0.1	-1.5
15	CCOC(=O)C1C(=O)CC(O)(c2ccccc2)CC1c1ccccc1 (configuration not stated)	-1.7	-1.2	1.4	1	-0.8	-2.9

No.	PG9 binder	SMARCA2 act	GC-A act	hcDAF-12 act	ADAM10 inh
1	-2.3	-1	-1	-1.6	-67
2	0.1	-2	0	1.5	1
3	0.4	0	2	-0.8	0
4	-7.7	1	-5	1.6	-10
5	-0.4	-2	2	-0.4	0
6	-2.8	-2	4	0.3	16
7	-0.6	3	1	8.5*	-3
8	0.9	-3	28	1.2	5
9	-1.6	1	2	-1.2	13
10	1.3	-2	2	-2.4	1
11	1.7	-4	3	-1.0	-2
12	-0.9	-1	0	-2.6	-5
13	0.5	0	3	4.4	-5
14	0.3	0	1	0.9	-95
15	0.9	0	-2	-1.4	-1

Next part.
No.	Molecule	ssDAF-12 act	GAA850 FXN act	DAX1 inh-1	ADAM17 inh	DAX1 inh-2	hgDAF-12 ag
16	O=C(NN=C1C2CC3CC(C2)CC1C3)c1ccccc1O	-1.4	3.5	0.0	-7	1.6	0.1
17	CC(=O)Oc1cccc(/C=N\NC(=O)C(=O)N/N=C/c2cccc(OC(C)=O)c2)c1	-1.6	-2.0	0.8	-6	0.3	-1.6
18	COc1ccccc1N1CCN(C(=O)c2cc(=O)c3ccc(C)cc3o2)CC1	-1.3	-1.4	0.0	-5	-0.3	-2.3
19	COc1ccc(C2=C(C=C(C#N)C#N)C(c3ccccc3C)c3ccccc3O2)cc1OC (configuration not stated)	-1.4	1.2	-1.8	2	-0.1	-1.5
20	COc1cc(NC(=O)c2cnc(N)o2)cc(C(=O)Nc2cccc(C(F)(F)F)c2)c1	-2.6&-0.7	-1.9&0.9	-2.6&-3.0	7&3	-5.8&-1.5	-6.7&-1.6
21	COc1ccc2c(c1OC)C(=O)N(c1ccc(C)cc1)C2	-0.5	1.1	6.2*	-4	2.8	12*
22	CCC(C)C(NC(=O)OCc1ccccc1)C(=O)OCN1C(=O)c2ccccc2C1=O (configuration not stated)	-0.7	1.3	0.2	3	-1.0	1.5
23	CCC[C@@H](NS(=O)(=O)c1ccc(C)cc1)C(=O)Oc1ccc2c3c(c(=O)oc2c1)CCC3	-1.2	1.2	-0.5	i	1.1	0.5
24	COc1ccc(NS(=O)(=O)c2cccc(NC(=O)c3ccc(Cl)nc3)c2)cc1	-3.3	-7.6	-4.8	7	-3.0	-11
25	O=C(c1ccc(S(=O)(=O)N2CCc3ccccc3C2)cc1)N1CCCCC1	-0.5	1.8	-1.4	-1	-1.2	-0.7
26	COc1ccc(S(=O)(=O)N2CCOCC2)cc1NC(=O)[C@@H]1CCCN1C(=O)c1cccs1	-0.8	-0.9	-0.6	-4	0.5	0.6
27	C=CCSc1nsc(NC(=O)Nc2ccc(F)cc2)n1	-2.3	-9.1	-4.3	2	-2.1	-11
28	Cc1cccc(NC(=O)NCc2ccccn2)c1	-0.5	1.4	1.9	-4	0.4	0.6
29	COc1ccc(-c2cc(C(=O)NCC3CCCCC3)[nH]n2)c(C)c1	-1.1	1.7	·	3	-1.9	-5.0
30	NC(=O)C1(N2CCCCC2)CCN(C(=S)Nc2cc(F)cc(F)c2)CC1	-1.7	-1.2	-0.4	-2	0.9	-0.9

No.	PG9 binder	SMARCA2 act	GC-A act	hcDAF-12 act	ADAM10 inh
16	-0.3	1	-3	0.4	-20
17	-0.9	3	-3	1.0	-2
18	0.6	3	-2	-2.2	-8
19	-2.1	-1	0	-2.3	1
20	-1.0&-0.4	-6&0	-2&2	-4.1&-2.6	-4&6
21	-2.5	9.4*	6	4.1	3
22	0.6	-1	-1	-1.8	1
23	-0.9	-4	0	-0.5	i
24	1.1	-3	-17	-5.4	6
25	1.5	-2	-5	-1.3	1
26	-0.6	-2	0	1.2	-2
27	-1.5	-8	20	-5.3	5
28	1.1	-1	-4	-0.6	-5
29	-0.2	1	-3	0.6	6
30	1.4	1	0	-1.2	-1

(next part)
No.	Molecule	ssDAF-12 act	GAA850 FXN act	DAX1 inh-1	ADAM17 inh	DAX1 inh-2	hgDAF-12 ag
31	CSc1ccc(Cn2c(C)c(C(=O)NCc3ccc4c(c3)OCO4)sc2=O)cc1	-1.1	-0.9	·	4	-1.1	0.5
32	CC(=O)Nc1ccc(S(=O)(=O)NCCC(=O)OCC(=O)c2cccc(Br)c2)cc1	-0.4	-0.8	0.4	-5	0.9	-1.6
33	C/C(=N\Nc1nc2ccccc2[nH]1)c1ccc(Cl)s1	0.7	2.6	-0.5	7	0.5	3.2
34	COc1ccc(-c2cc3ccc(O)cc3oc2=O)cc1OC	-0.1	5.0	0.4	i	0.3	3.0
35	CCCCN=C(C)C1=C(O)CSC1=O	-0.8	3.2	0.2	-3	-1.2	1.1
36	Nc1nc(SCC(=O)Nc2cccc(Oc3ccccc3)c2)n[nH]1	-1.4	1.3	0.7	4	0.3	-0.4
37	O=C(O)C1C2CCCCC2=C2CCCCC2C1C(=O)O (configuration not stated)	-0.9	-0.2	0.9	2	-0.1	0.7
38	C/C(=N\NC(=O)C(=O)Nc1cc(Cl)ccc1Cl)c1ccncc1	-0.7	-0.8	-1.0	-5	0.5	-1.8
39	Cc1c(C2=CCN(S(=O)(=O)c3ccc(Br)cc3)CC2)c2ccccc2n1C	-1.4	0.3	-0.1	-2	0.6	2.2
40	Cc1ccc(SC(C)C(=O)NCc2cccnc2)cc1 (configuration not stated)	-1.0	0.3	1.1	-5	-0.5	-0.3
41	O=C(Nc1cc(S(=O)(=O)N2CCOCC2)ccc1OCC(F)(F)F)C1CCCC1	-0.9	0.7	1.3	-3	-1.0	4.9
42	Cc1nn(-c2ccccc2)c(C)c1/C=N/n1c(-c2ccc(C(C)(C)C)cc2)n[nH]c1=S	-0.5	3.9	-0.6	1	0.4	3.1
43	Cc1cc(C)cc(N(CC(=O)NCc2ccc3c(c2)OCO3)C(=O)CCC(=O)Nc2ccccn2)c1	-1.3	-2.5	-0.2	-4	0.0	0.2
44	COc1ccc2ccc(OCC(=O)N3c4ccccc4NC(=O)CC3C)cc2c1 (configuration not stated)	-0.6	-1.4	-0.6	-3	-2.2	1.2
45	Cc1cc(C)c(S(=O)(=O)N2CCCOC2CNC(=O)C(=O)NCCCn2ccnc2)c(C)c1 (configuration not stated)	-0.9	0.9	-0.1	0	0.1	3.4

No.	PG9 binder	SMARCA2 act	GC-A act	hcDAF-12 act	ADAM10 inh
31	1.4	-2	0	-1.7	8
32	-3.1	-6	-5	-0.7	-7
33	-3.8	0	-1	1.1	8
34	2.4	8.5*	17	5.8*	i
35	-2.7	0	2	-0.1	-1
36	-1.6	2	4	0.3	4
37	-0.6	6	-2	-1.4	1
38	0.6	-3	-3	-0.9	-7
39	-2.1	-2	-5	0.1	-11
40	-0.3	-2	9	-1.2	-5
41	-0.7	2	-1	0.0	-4
42	-0.1	2	-2	0.4	2
43	0.5	2	-9	2.0	2
44	0.6	-2	-1	-0.5	-6
45	0.4	-4	2	-0.3	-3

Additional records follow.
No.	Molecule	ssDAF-12 act	GAA850 FXN act	DAX1 inh-1	ADAM17 inh	DAX1 inh-2	hgDAF-12 ag
46	O=C(N/N=C/c1ccccc1OCc1ccccc1Cl)c1cccnc1	-2.4	1.4	2.8	-5	1.2	1.5
47	Cc1ccc(Nc2nc(Oc3ccc(=O)[nH]n3)nc(N(C)C)n2)cc1	-1.5	-0.8	0.3	2	-1.0	-2.4
48	COC(=O)c1ccsc1NS(=O)(=O)c1ccccc1	-0.6	-1.1	0.8	1	-0.7	2.4
49	Cc1cccc(NCC(=O)N/N=C\c2cccc(Oc3ccccc3)c2)c1	-1.0	1.9	-0.2	8	-0.2	0.0
50	N=C(N)c1ccc(O)cc1	-0.4	-1.4	-0.2	0	-0.4	0.0
51	CC(Oc1ccc(Cl)cc1Cl)c1ccnc(N)n1 (configuration not stated)	-1.9	3.9	2.3	9.2*	1.1	3.5

No.	PG9 binder	SMARCA2 act	GC-A act	hcDAF-12 act	ADAM10 inh
46	0.7	-3	-17	-0.4	-4
47	-1.9	1	-7	-1.8	-8
48	-2.8	0	1	1.3	13
49	-2.5	0	0	1.4	8
50	-1.4	-5	3	-1.2	-5
51	-3.3	-3	8	-1.0	16

Three compounds picked at random from those above, as already listed:
No.	Molecule	ssDAF-12 act	GAA850 FXN act	DAX1 inh-1	ADAM17 inh	DAX1 inh-2	hgDAF-12 ag
48	COC(=O)c1ccsc1NS(=O)(=O)c1ccccc1	-0.6	-1.1	0.8	1	-0.7	2.4
51	CC(Oc1ccc(Cl)cc1Cl)c1ccnc(N)n1 (configuration not stated)	-1.9	3.9	2.3	9.2*	1.1	3.5
46	O=C(N/N=C/c1ccccc1OCc1ccccc1Cl)c1cccnc1	-2.4	1.4	2.8	-5	1.2	1.5

No.	PG9 binder	SMARCA2 act	GC-A act	hcDAF-12 act	ADAM10 inh
48	-2.8	0	1	1.3	13
51	-3.3	-3	8	-1.0	16
46	0.7	-3	-17	-0.4	-4
